Screening data from PubChem.
Tn7 DDE FP = inhibitors of Tn7 peptide binding to fibrin DD(E), primary screen, biochemical, fluorescence polarization, human fibrin, Tn7 probe. Fibrinogen beta chain (Homo sapiens), P02675. FP displacement of FITC-Tn7 peptide from fibrin DD(E); 0% = median of compound wells per plate. inhibition, % at 8.3 µM. 0.13% of 370,000 active;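 active = inhibition above the mean of compounds falling within the control limits plus 3 SD of them, cut at about 14% in these data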;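 also: 0% = plate median of compound wells and 100% = 10 µM Aha-Tn7 peptide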
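Also added: labelled Tn7 tracer, 0.1 µM; Assay system: human fibrin DD(E) protein; Amount: 2 µM fibrin DD(E); Schedule: 10 min compound pre-incubation, 3 h probe incubation at room temperature; Repeats: one replicate per compound; Read-out basis: percent inhibition; Measured by: fluorescence polarization of the labelled Tn7 tracer.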
MBD2 DNA inh = inhibitors of MBD2 binding to methylated DNA, primary screen, biochemical, TR-FRET, DNA-binding domain, human | Methyl-CpG-binding domain protein 2 (Homo sapiens), Q9UBB5 | MBD2 binding to methylated oligonucleotide | inhibition, % at 4.4 µM | 0.31% of 370,000 active | AID 686964, 2013; in the data active = inhibition above about 13%
ADAM17 inh = ADAM17 inhibitors, primary screen, biochemical, QFRET. AID 720648, 2013. 0.83% of 370,000 active. inhibition, % at 6.95 µM. recombinant ADAM17, EDANS/DABCYL FRET peptide cleavage. Disintegrin and metalloproteinase domain-containing protein 17 (Homo sapiens), P78536;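 active = inhibition above the mean of compounds lying between control limits plus 3 SD, set per campaign, cut at about 8.5% in these data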;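 also: 0% = DMSO-only wells as the low control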
ASAP1 GAP inh = inhibitors of human ASAP1 ArfGAP activity, primary screen, biochemical, fluorescence polarization; ASAP1-stimulated ARF1 GTP hydrolysis, GDP FP detection; inhibition, % at 16.5 µM; 0.19% of 360,000 active; AID 624377, 2012; in the data active = inhibition above about 25%;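 also: 0% = vehicle with enzyme and substrate and 100% = no enzyme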
KLK7 zymogen act = proKLK7 zymogen activators, primary screen, biochemical, fluorescence intensity; AID 652039, 2013; purified proKLK7, EDANS-DABCYL substrate fluorescence; 100% is mature enzyme control, 0% vehicle; Kallikrein-7 (Homo sapiens), P49862; 0.9% of 370,000 active; activation, % at 7 µM;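 active = activation above the mean of all tested compounds plus 3 SD, computed per campaign excluding outliers beyond control limits, cut at about 13% in these data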
ARFGAP1 inhibitor = inhibitors of rat ARFGAP1 GAP activity, primary screen, biochemical, fluorescence polarization, GDP tracer; Arfgap1-stimulated ARF1 GTP hydrolysis, GDP FP detection; inhibition, % at 16.5 µM; ADP-ribosylation factor GTPase-activating protein 1 (Rattus norvegicus), Q62848; 0.26% of 360,000 active;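 active = inhibition above a per-plate limit, mean inhibition of low control wells plus 3 SD, cut at about 25% in these data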;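 also: 0% = DMSO wells with enzyme and 100% = wells lacking Arfgap1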
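Material – truncated rat Arfgap1 GAP domain · Buffer or medium – HEPES-based buffer, pH 7.5 · Reagent – human ARF1(Δ1-17)-GTP substrate · Dosing – 16.5 µM single point, 1.26% DMSO · Schedule – GTP hydrolysis reaction 2 h at 25 °C · Technique – GDP detection by fluorescence polarization · Benchmarks – No-Arfgap1 wells (100%) versus DMSO full-reaction wells (0%) · Repeats – single replicate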
PLCg1 inh = PLC-gamma1 enzyme inhibitors, primary screen, biochemical, fluorescence, purified enzyme; 1-phosphatidylinositol 4,5-bisphosphate phosphodiesterase gamma-1 (Homo sapiens), P19174; fluorogenic substrate; inhibition, % at 12.2 µM; 0.84% of 370,000 active; in the data active = inhibition above about 9.5%
Target sequence (P19174 whole entry, looked up): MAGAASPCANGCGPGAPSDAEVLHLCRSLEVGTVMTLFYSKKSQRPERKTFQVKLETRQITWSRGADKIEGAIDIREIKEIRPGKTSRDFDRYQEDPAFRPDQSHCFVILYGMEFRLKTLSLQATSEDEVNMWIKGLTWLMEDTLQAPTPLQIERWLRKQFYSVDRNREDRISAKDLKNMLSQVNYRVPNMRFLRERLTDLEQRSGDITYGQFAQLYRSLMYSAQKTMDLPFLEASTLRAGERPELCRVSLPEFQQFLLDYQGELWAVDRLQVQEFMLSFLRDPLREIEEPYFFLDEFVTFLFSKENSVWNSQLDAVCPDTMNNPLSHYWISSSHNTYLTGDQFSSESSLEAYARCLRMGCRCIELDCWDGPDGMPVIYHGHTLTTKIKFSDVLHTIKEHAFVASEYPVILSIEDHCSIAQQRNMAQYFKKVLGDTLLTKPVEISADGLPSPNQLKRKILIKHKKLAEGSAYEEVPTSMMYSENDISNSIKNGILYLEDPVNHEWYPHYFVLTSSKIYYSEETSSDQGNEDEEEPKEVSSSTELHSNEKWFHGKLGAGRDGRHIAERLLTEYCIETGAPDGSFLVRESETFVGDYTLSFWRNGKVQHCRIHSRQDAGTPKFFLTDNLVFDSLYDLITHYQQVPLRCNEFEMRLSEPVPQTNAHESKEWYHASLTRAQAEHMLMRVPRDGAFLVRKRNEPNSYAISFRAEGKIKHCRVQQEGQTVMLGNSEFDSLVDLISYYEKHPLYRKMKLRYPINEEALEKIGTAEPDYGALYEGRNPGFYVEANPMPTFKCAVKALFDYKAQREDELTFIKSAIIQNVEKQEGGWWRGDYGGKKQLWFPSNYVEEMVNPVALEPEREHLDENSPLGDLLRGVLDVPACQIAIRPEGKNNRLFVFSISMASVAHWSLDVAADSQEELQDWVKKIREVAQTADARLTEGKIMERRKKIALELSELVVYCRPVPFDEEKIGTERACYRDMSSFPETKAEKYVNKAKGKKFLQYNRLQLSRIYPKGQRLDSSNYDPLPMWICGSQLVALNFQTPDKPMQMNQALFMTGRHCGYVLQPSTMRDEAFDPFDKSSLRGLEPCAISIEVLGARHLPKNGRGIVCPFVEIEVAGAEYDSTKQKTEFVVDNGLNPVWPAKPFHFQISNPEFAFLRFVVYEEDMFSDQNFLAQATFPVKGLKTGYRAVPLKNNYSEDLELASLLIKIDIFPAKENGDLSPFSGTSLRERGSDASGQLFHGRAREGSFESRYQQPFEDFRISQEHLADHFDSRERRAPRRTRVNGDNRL
UHRF1 binding = UHRF1 methylated DNA binding inhibitors, primary screen, counter-screen for MBD2 inhibitor project, biochemical, TR-FRET, human UHRF1, single concentration | UHRF1 binding to methylated oligo | inhibition, % at 4.4 µM | 0.75% of 370,000 active; in the data active = inhibition above about 21%;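 also: UHRF1 SRA domain binding a hemimethylated CpG hairpin DNA probe; 0% = median of test compound wells and 100% = reference inhibitor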
PLC-beta3 inh = human PLC-beta3 inhibitors, primary screen, biochemical, fluorescence; 1-phosphatidylinositol 4,5-bisphosphate phosphodiesterase beta-3 (Homo sapiens), Q01970; Purified PLC-beta3, fluorogenic substrate; inhibition, % at 12.2 µM; 0.18% of 370,000 active; in the data active = inhibition above about 11%;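 also: 0% = median of compound wells on plate and 100% = full blocker control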
Tn6 DDE FP = inhibitors of Tn6 peptide binding to fibrin DD(E), primary screen, biochemical, fluorescence polarization, human fibrin, Tn6 probe | AID 720509, 2013 | Fibrin DD(E) TRITC-Tn6 fluorescence polarization displacement | inhibition, % at 8.3 µM | Fibrinogen beta chain (Homo sapiens), P02675 | 0.21% of 370,000 active;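 active = inhibition above a per-campaign cutoff: mean of compounds within control limits plus 3 SD, cut at about 15% in these data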;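 also: 0% = median of all compound wells on the plate and 100% = blocking peptide control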
* = called active by the depositor; i = inactive; / = no result given.

SMILES | Tn7 DDE FP | MBD2 DNA inh | ADAM17 inh | ASAP1 GAP inh | KLK7 zymogen act | ARFGAP1 inhibitor | PLCg1 inh | UHRF1 binding | PLC-beta3 inh | Tn6 DDE FP
Cc1nc(=O)c(-c2ccccc2)c(C)n1CCCO | -3 | 2 | -1 | 1 | 0.4 | 9 | 1 | 0 | 2 | -7
COc1cccc(NC(=O)C(=O)NCc2ccncc2)c1 | -5 | 2 | 4 | 14 | 0.3 | -7 | 7 | 5 | 4 | 3
Cc1cc(C)c(O)c(-c2cc(C(=O)Nc3cccnc3)[nH]n2)c1 | -2 | -1 | 2 | -2 | -0.6 | -1 | 0 | -2 | -6 | -8
N#Cc1cccnc1Nc1ccc(Cl)cc1 | 1 | 0 | -1 | 0 | -0.4 | -6 | -8 | -1 | -6 | -3
CSc1ccc(S(=O)(=O)N2CCC(C(=O)Nc3ccccc3C(F)(F)F)CC2)cc1 | 7 | -3 | -1 | 8 | -0.6 | 16 | -1 | 1 | -8 | -4
COc1ccc(C2CC(=O)Oc3cc(C)c(Cl)cc32)cc1 (stereo not given) | 0 | 3 | 0 | 4 | 0.4 | -6 | 0 | 0 | -5 | 6
CCn1c(CNc2ccccc2Cl)nnc1SCCN1CCCCC1 | 2 | 1 | -3 | -12 | -0.6 | 3 | -1 | 0 | 1 | 4
COc1ccc(N2CCN(S(=O)(=O)CCNC(=O)COc3ccccc3OC)CC2)cc1 | 8 | 4 | -3 | -6 | -0.4 | 12 | 0 | 2 | -10 | 6
O=C(CSc1nnc(-c2ccc(Br)cc2)o1)Nc1cccc2ccccc12 | 0 | 2 | -4 | -6 | 0.3 | -7 | -3 | 1 | -4 | -4
CCCC[C@@H]1CC2=C(C(=O)OC(C)(C)O2)[C@@H](c2ccc(F)cc2)O1 | -3 | 4 | -1 | 9 | -0.5 | -3 | 5 | -1 | 1 | 0

The closing three entries of the part before lead into the next:
SMILES | Tn7 DDE FP | MBD2 DNA inh | ADAM17 inh | ASAP1 GAP inh | KLK7 zymogen act | ARFGAP1 inhibitor | PLCg1 inh | UHRF1 binding | PLC-beta3 inh | Tn6 DDE FP
COc1ccc(N2CCN(S(=O)(=O)CCNC(=O)COc3ccccc3OC)CC2)cc1 | 8 | 4 | -3 | -6 | -0.4 | 12 | 0 | 2 | -10 | 6
O=C(CSc1nnc(-c2ccc(Br)cc2)o1)Nc1cccc2ccccc12 | 0 | 2 | -4 | -6 | 0.3 | -7 | -3 | 1 | -4 | -4
CCCC[C@@H]1CC2=C(C(=O)OC(C)(C)O2)[C@@H](c2ccc(F)cc2)O1 | -3 | 4 | -1 | 9 | -0.5 | -3 | 5 | -1 | 1 | 0
N#CCC(=O)N/N=C1\CCCCC1C1CCCCC1 (stereo not given) | 1 | 3 | 2 | 13 | -0.7 | -4 | -1 | -2 | 1 | -4
O=C(O)c1cc(O)ccc1NC(=O)C(c1ccccc1)c1ccccc1 | 1 | 0 | -11 | 0 | -0.4 | -2 | -47 | 0 | -57 | 3
C[C@@H]1CN([C@@H](C)CO)C(=O)CCCn2nncc2CO[C@H]1CN(C)C(=O)c1cc(-c2ccccc2)on1 | -1 | -4 | -4 | -3 | 0.5 | 3 | -2 | -3 | 2 | -2
O=C(c1cc2ccccc2o1)N1CCN(CCOc2ccccc2)CC1 | -7 | 1 | 0 | -1 | -0.1 | -11 | -1 | 0 | -5 | 6
C=CCOc1c2ccc(C(=O)N(CC)c3ccc(OC)cc3)cc2nn1C | 2 | -1 | -81 | 1 | 9.9 | 0 | -454 | -1 | i | 1
O=C(CN1CCN(c2ccc(O)cc2)CC1)NC(=O)NCc1ccco1 | -7 | -8 | -1 | -6 | 0.5 | 1 | 0 | -6 | -2 | -1
Cn1c(CNC(=O)OC(C)(C)C)nnc1SCC(=O)N1CCOCC1 | -1 | -2 | -4 | 4 | 0.1 | 0 | 0 | 1 | -4 | 3
O=C(NNC(=O)[C@@H]1CCCC[C@@H]1C(=O)O)Nc1ccccc1 | 0 | 1 | 2 | -5 | -0.8 | 6 | 1 | -3 | 0 | -7
CCCCNC(=O)c1c(N)[nH]c(C(=O)c2ccccc2)c1-c1ccccn1 | 1 | -4 | -3 | 2 | -1.0 | 8 | -1 | -3 | -2 | -13
Cc1nn(CC2CCCCC2)c(N)c1-c1ccccc1 | 2 | 4 | 1 | 1 | 0.3 | -5 | 6 | 1 | 3 | 6
Cc1ccccc1CNC(=O)C1CCC(=O)N(CC2CCCCC2)C1 (stereo not given) | -10 | 0 | -3 | -3 | -0.3 | 9 | 0 | -1 | -4 | -3
CCCCCC1CC(CC#CCN2CCOCC2)C(=O)O1 (stereo not given) | 2 | 0 | -6 | -6 | 0.0 | 13 | 0 | 0 | 0 | 6
CCc1ccc(CN2C(=O)c3ccccc3C2C(=O)NCC2CCCO2)cc1 (stereo not given) | 10 | 4 | -5 | 1 | 0.4 | 1 | -1 | 1 | -8 | -1
Cc1ccc(-n2c(=O)c3ccccc3n(CC(=O)C(C)(C)C)c2=O)cc1 | -4 | 0 | -6 | -7 | -0.4 | -5 | 4 | -1 | -2 | 2
O=C(COc1ccc(Br)cc1)N1CCCCCC1 | 3 | 0 | -4 | 5 | -0.2 | 0 | 0 | -1 | 2 | -3
CC(=O)NNc1ncnc2c1cnn2-c1ccc(C)c(Cl)c1 | -6 | 0 | 1 | 8 | 0.0 | 0 | 7 | 5 | 2 | 4
COc1ccc(OC)c(C2CC(=O)Nc3n[nH]c(-c4ccccc4)c32)c1 (stereo not given) | -3 | 0 | -4 | -10 | -0.2 | 16 | 1 | 2 | -7 | -3
O=C(c1cnsn1)N1CCN(c2ccccn2)CC1 | -8 | 0 | -2 | -7 | -0.2 | -2 | 3 | -3 | 4 | 1
COc1ccccc1CNC(=O)C1=CCN(S(=O)(=O)c2ccc(C)cc2)CC1 | -3 | 0 | -4 | -15 | 0.6 | 2 | 3 | 0 | -1 | -4
O=C1c2ccccc2S(=O)(=O)c2cc(C(=O)N3CCN(c4ccccc4)CC3)ccc21 | 3 | -5 | 0 | 15 | 0.2 | -1 | -2 | 0 | 1 | -1
O=C(NC1CCN(C(=S)NCc2ccco2)CC1)C12CC3CC(CC(C3)C1)C2 | 4 | 1 | -4 | -8 | 0.1 | 7 | -1 | -1 | 1 | 7
N#CCn1c(Cc2ccccc2)nc2ccccc2c1=O | -7 | 6 | -5 | 2 | -0.1 | -6 | -6 | -1 | -10 | -5
O=C(COc1ccc(-c2ccccc2)cc1)Nc1cccnc1 | 3 | -4 | 2 | -15 | -0.2 | -3 | 0 | -1 | -3 | 7
COc1cc(OC)cc(C(=O)N/N=C\c2ccoc2)c1 | 5 | 0 | -4 | -8 | -0.4 | 5 | 0 | 2 | -11 | -1
O=C(COc1ccc(S(=O)(=O)N2CCOCC2)cc1)Nc1ccc2c(c1)OCCO2 | -7 | 3 | 7 | 9 | 0.2 | -6 | 6 | 2 | 8 | -4
CC(C)Cc1nc2oc3c(NCCCN4CCOCC4)ncnc3c2c2c1CCC2 | 0 | 2 | -11 | 7 | 0.3 | 10 | -2 | 5 | -4 | 7
CO/N=C(/C)CCS(=O)(=O)c1ccccc1 | -2 | -6 | -3 | 4 | -0.5 | 3 | 1 | -2 | 3 | 1
Cc1c(C)n(C)c2ccc(C(=O)NCCc3ccco3)cc12 | -8 | 0 | -4 | -4 | -0.2 | 7 | -18 | -3 | -31 | 11
Cc1c(OCC(=O)NCc2ccncc2)ccc2c3c(c(=O)oc12)CCCC3 | -1 | -2 | -12 | 1 | -0.2 | 6 | 0 | 0 | -8 | 2
O=C1NNC(=O)C1c1ccccc1 | -6 | 6 | -6 | 7 | -0.3 | 4 | 0 | 1 | -4 | -2
COc1ccc(CCNC(=O)C(=O)NCCCN2CCOCC2)cc1 | 7 | -1 | -3 | 9 | -0.7 | -7 | 0 | -1 | -4 | 2
O=C(Nc1ccc(Cl)cc1)C1CCCN1S(=O)(=O)c1cccnc1 (stereo not given) | 3 | 5 | -1 | / | 0.2 | / | 2 | -2 | 1 | 2
Cn1nc(C(F)(F)F)c(C#N)c1N1CCN(c2ccccc2)CC1 | -3 | 2 | 1 | -12 | -0.8 | 10 | 1 | -1 | 5 | 4
O=C(O)c1c(-c2ccccc2)c2oc3ccccc3c2[nH]c1=O | -3 | -5 | -80 | 6 | 3.7 | -1 | -280 | 0 | -358 | 0
CCOc1ccc(-n2ccnc(SCC(=O)NCCc3ccccc3)c2=O)cc1 | 5 | -3 | -27 | -6 | 1.6 | -10 | -121 | -3 | -103 | 4
CC(=O)Nc1ccc(Oc2cc(C#N)c(C#N)cc2N2CCOCC2)cc1 | -10 | -3 | 1 | 7 | -0.5 | 12 | -5 | -2 | -6 | 2
CCc1nnc(NC(=O)CN2CCN(Cc3ccccc3Cl)CC2)s1 | 6 | 17* | -4 | 2 | 0.1 | 0 | -10 | 20 | -17 | 0
C=C(C)/C=C1/C(Cc2ccccc2)N(CC2CC2)C(=N)N1C(=O)OCc1ccccc1 (stereo not given) | -3 | 5 | -18 | / | 0.3 | / | -123 | -2 | -131 | -3
C=C1CCC[C@]2(C)C[C@H]3OC(=O)C(CN[C@@H](C)c4ccccc4)[C@H]3CC12 (stereo not given in full) | -1 | 2 | -6 | 5 | -1.0 | 2 | 2 | -2 | -2 | -3
Nn1c(SCC(=O)Nc2nccs2)nncc1=O | 0 | 1 | 0 | -4 | 0.5 | -2 | -1 | -3 | -1 | 7
O=C(CCc1nc(-c2ccccc2)c(-c2ccccc2)o1)OCc1ccc(Cl)cc1 | 2 | -3 | -4 | 9 | 0.7 | -8 | -1 | 1 | -6 | 3
COc1ccc(OC)c(NC(=O)CCN2CCN(CCO)CC2)c1 | 1 | -6 | 0 | 4 | -0.4 | -10 | 4 | 0 | -6 | -7
OCc1ccc(OCCCOc2cccc3cccnc23)cc1 | 2 | 8 | -3 | 15 | -0.4 | 6 | -7 | 8 | -23 | -4
COC(=O)C1CN(Cc2ccccc2)C(=O)C1=O (stereo not given) | 0 | 3 | -4 | 7 | -0.3 | 1 | 5 | -4 | 0 | -1
CCc1nc2c(OCC(=O)c3ccc(F)cc3)cccn2c1N(C)C(=O)c1ccccc1F | -2 | 2 | -3 | -7 | -0.3 | 15 | -7 | -5 | -7 | -4
